Rhodamine fluor – compound autofluorescence in rhodamine spectral region. max dye-equivalent concentration, M. actives 0.05% (n = 59,000). AID 594. Rhodamine-region fluorescence, 547/598 nm, Tris buffer; hits give high values; in the data active = max dye-equivalent concentration above about 11 nM
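A six-point rhodamine series on each plate calibrates the signal. Compounds sit in 100 mM Tris (pH 8.0) for 15 min at ambient temperature before imaging through 547 nm/598 nm filters.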
Calls only; i = inactive. Not all compounds are listed, so the mix of outcomes need not match the whole.

cpd | mol | Rhodamine fluor
1 | CCOC(=O)c1ccc(NCC(O)COc2ccccc2)cc1 (stereo not given) | i
2 | COCCNC(=O)C(C#N)c1nc2ccccc2nc1N1CCN(Cc2ccc3c(c2)OCO3)CC1 (stereo not given) | i
3 | C=C1c2cc(OC)ccc2NC(=O)N1CC | i
4 | COC(=O)CN(c1nc(C)c(Cl)c(OC)n1)S(=O)(=O)c1ccc(C)cc1 | i
5 | Cc1ccc(N(CN2C(=O)C3CC=CCC3C2=O)C(=O)c2ccco2)cc1Cl (stereo not given) | i
6 | Cc1csc(SCCn2c(Br)nc3c2c(=O)[nH]c(=O)n3C)n1 | i
7 | COc1ccc(C2C(C#N)=C(N)Oc3n[nH]c(C)c32)cc1CSc1ccccn1 (stereo not given) | i
8 | CCn1c(SCC(=O)Nc2ccccc2C(=O)OC)nnc1-c1ccc(N)cc1 | i
9 | COC(=O)CN(c1nc(C)cc(OC)n1)S(=O)(=O)c1ccccc1 | i
10 | C=CC(O)Cc1c(C)n[nH]c1C (stereo not given) | i
11 | O=C(O)C1CCCCN1S(=O)(=O)c1cccc2nsnc12 (stereo not given) | i
12 | CC(C)Cn1cnc2c(c1=O)c1nc3ccccc3nc1n2Cc1ccc2c(c1)OCO2 | i
13 | CC(CN1CCN(C)CC1)OC(=O)c1ccc(Cl)cc1Cl (stereo not given) | i
14 | O=C(NCc1ccccc1)C1C(=O)N(Cc2ccccc2)C(=O)C1C1(O)CCCC1 (stereo not given) | i
15 | CCOC(=O)C(C)Oc1ccc2c(C)cc(=O)oc2c1C(C)=O (stereo not given) | i
16 | c1ccc2c(N3CCCCC3)nc(N3CCCCC3)nc2c1 | i
17 | CCOC(=O)c1[nH]c2ccc(F)cc2c1N=C(C)N(CC)CC | i
18 | CCOc1nc(SCCOc2ccc(C)cc2)nc(N(C)C)n1 | i
19 | CCN(CC)CCCN1C(=O)C(=O)/C(=C(/O)c2ccc3c(c2)CC(C)O3)C1c1ccncc1 (stereo not given) | i
20 | CCOC(=O)c1[nH]c2ccccc2c1NC(=O)CCN1CCN(C(=O)OCC)CC1 | i
21 | c1ccc(CN2CCN(c3nc(-c4ccccn4)nc4ccccc34)CC2)cc1 | i
22 | Cc1cc(C)n(C2CCCCC2OC(=O)c2ccccc2)n1 (stereo not given) | i
23 | COc1ccccc1N=Cc1nc(-c2ccccc2)oc1OC(C)=O | i
24 | COCCOC(=O)C1=C(C)OC(N)=C(C#N)C1c1ccco1 (stereo not given) | i
25 | Cc1ccc2[nH]c3c(c2c1)CN(C(=O)CN1CCCc2ccccc21)CC3 | i
26 | CC1(C)Cc2c(sc3nc4n(c(=O)c23)CCC4)CO1 | i
27 | CCNC(=O)Nn1c(C)nnc1C | i
28 | CC(=Nc1cccc(O)c1)c1sc2ccccc2c1O | i
29 | CCOC(=O)c1[nH]c2ccc(Br)cc2c1NC(=O)CCN1CCC(C(=O)OCC)CC1 | i
30 | Cn1ccnc1SCCC#N | i
31 | CC1CCN(c2oc(-c3ccccc3Cl)nc2C#N)CC1 | i
32 | Cc1cc(C)c(C#N)c(OCC(=O)c2ccccc2)n1 | i
33 | c1csc(Cc2nn3c(-c4ccncc4)nnc3s2)c1 | i
34 | COc1ccc2oc(=O)c(-c3nc(C)cs3)cc2c1 | i
35 | Cc1nnc(SCCC#N)n(CCC#N)c1=O | i
36 | CCCCCNc1nc(N2CCCC2)c2c(c1C#N)CCN(C)C2 | i
37 | CCCOC(=O)CSC1=C(C#N)C(c2ccccc2OCC)C(C#N)C(=O)N1 (stereo not given) | i
38 | COc1ccc(C(=O)N2CCC(N3CCN(c4ccccc4)CC3)CC2)cc1OC | i
39 | Cc1cccc(N2CN=c3s/c(=C\c4ccncc4)c(=O)n3C2)c1 | i
40 | COCCn1c(SCc2c(F)cccc2Cl)nc2c1c(=O)[nH]c(=O)n2C | i
41 | COC(=O)c1nn2c(C(F)(F)F)cc(-c3ccc(Br)o3)nc2c1Br | i
42 | COc1ccc(CCn2c(C)ccc2C)cc1OC | i
43 | Cc1ccc(N2C(=O)[C@@H]3[C@H](C2=O)C2CCCN2[C@@H]3C(=O)c2ccccc2)cc1 (stereo not given in full) | i
44 | CC(C)C1Cc2c(C#N)c(N)n(C)c(=S)c2CO1 (stereo not given) | i
45 | CCN(CC)C(=O)CSC1=C(C#N)C(c2cccs2)C=C(C)N1 (stereo not given) | i
46 | CN1C(=O)C2(c3ccccc31)C1CCCC=C1C(C#N)=C(N)C2(C#N)C#N (stereo not given) | i
47 | COc1ccc(N/C(=N\c2nc(C)cc(C)n2)NC(=O)C(C)C)cc1OC | i
48 | CCOC(=O)c1c(N)sc(=S)c2c1CCC2 | i
49 | CC(C)c1nc2sc3c(c2c(=O)o1)CCCC3 | i
50 | COc1ccc(C(=O)C2CCCCC2=O)cc1 (stereo not given) | i
51 | COc1cc(N2CCCC2)c(OC)cc1/C=c1/sc2nc3ccccc3n2c1=O | i
52 | O=C(O)CCSc1ccc2ccccc2n1 | i
53 | CCOC(=O)c1ccc(NC(=O)CCC(CC)C(=O)O)cc1 (stereo not given) | i
54 | CCc1nc(NCC(C)C)c(C#N)c2c1COC(C)(C)C2 | i
55 | COc1ccccc1-c1nnc2sc(COc3ccccc3)nn12 | i
56 | CCN(CC)CCN1C(=O)c2ccccc2NC1c1cc(OC)c(OC)c(OC)c1 (stereo not given) | i
57 | Cn1c2c(c(=O)n(C)c1=O)C(NC(=O)C(C)(C)C)(C(F)(F)F)C(=O)N2 (stereo not given) | i
58 | Cn1c(OCc2ccco2)nc2c1c(=O)n(Cc1ccc(Cl)c(Cl)c1)c(=O)n2C | i
59 | C[C@]12C=CC(=O)C=C1CC[C@@H]1[C@@H]2[C@@H](O)C[C@@]2(C)[C@H]1CC[C@]2(O)C(=O)COC(=O)CCC(=O)O | i
60 | N/C(=N\S(=O)(=O)c1ccc(Cl)s1)c1ccccc1 | i

Remaining list, next part
cpd | mol | Rhodamine fluor
61 | CCOC(=O)c1c(-c2cccs2)csc1NC(=O)CCCC(=O)O | i
62 | CCCOc1ccc(C2/C(=C(/O)c3ccccc3)C(=O)C(=O)N2CCCN(C)C)cc1OC (stereo not given) | i
63 | c1ccc2c(c1)CCOC2CNCCCN1CCCCC1 (stereo not given) | i
64 | N#CC1=C(N)N2C(=C(C#N)C1c1ccccc1)Sc1ccccc12 (stereo not given) | i
65 | Cc1cccc(OCC(=O)NCC(=O)n2nc(C)cc2C)c1 | i
66 | CC1(C)Cc2c(sc3c2C2=NCCN2C=N3)CS1 | i
67 | CCn1c(SCC(=O)N2CCOCC2)nc2sc3c(c2c1=O)CCCC3 | i
68 | C=CCNC(=O)C(C#N)c1nc2ccccc2nc1N1CCCCCC1 (stereo not given) | i
69 | Cn1c(OCc2cccnc2)nc2c1c(=O)n(Cc1ccc(Cl)cc1)c(=O)n2C | i
70 | CNc1oc(-c2ccc(Cl)cc2)nc1C#N | i
71 | Cc1cc(/C(O)=C2\C(=O)C(=O)N(CCN(C)C)C2c2ccncc2)ccc1OCc1ccccc1 (stereo not given) | i
72 | Cc1nc2c(c(N3CCOCC3)n1)OCC(=O)N2 | i
73 | Cc1ccc(SCc2[nH]nc3c2C(c2ccc(C)o2)C(C#N)=C(N)O3)cc1 (stereo not given) | i
74 | CCOC(=O)C1CCN(c2ncnc3c2cnn3-c2ccc(Cl)cc2)CC1 | i
75 | c1csc(-c2nn3c(C4CCCCC4)nnc3s2)c1 | i
76 | CCOCc1nc(N)[nH]c(=O)c1Cc1ccc(OC(C)C)cc1 | i
77 | CCCOc1ccc(N2C(=O)C3ON(c4ccccc4)C(c4ccc(O)c(OC)c4)C3C2=O)cc1 (stereo not given) | i
78 | COC(=O)C1=C(C)OC(N)=C(C#N)C1c1ccc(OC)c(OC)c1OC (stereo not given) | i
79 | Cc1ccc(S(=O)(=O)/C(C#N)=C/c2c(N3CCN(C)CC3)nc3c(C)cccn3c2=O)cc1 | i
80 | COc1cccc(CNc2ncc(Br)cc2Br)c1O | i
81 | Cc1cc(OCC(=O)Nc2ccc3oc(-c4ccncc4)nc3c2)ccc1Cl | i
82 | COc1ccc(-n2c(=O)c3c4c(sc3n3c(C)nnc23)CC(C)CC4)cc1 (stereo not given) | i
83 | COC(=O)CC1SC(=O)NC1=O (stereo not given) | i
84 | CCOC(=O)c1[nH]c2ccccc2c1N=CN(CC)CC | i
85 | COc1ccccc1N1CCN(CC(O)COc2cccc3ccccc23)CC1 (stereo not given) | i
86 | O=C1NC(=O)C(c2cn(-c3ccccc3)nc2-c2ccc(F)cc2)N1 (stereo not given) | i
87 | C=CCOc1nc(-c2ccncc2)nc2ccccc12 | i
88 | Cc1cc(C)nc(N(C#N)CN2C(=O)c3ccccc3C2=O)n1 | i
89 | O=c1c2c3c(sc2n2cnnc2n1C1CCCCC1)CCC3 | i
90 | CCSc1nnc(NC(=O)NC(CC)(C(F)(F)F)C(F)(F)F)s1 | i

Sorted by number of heavy atoms (largest number first): part of the list above.
cpd | mol | Rhodamine fluor
20 | CCOC(=O)c1[nH]c2ccccc2c1NC(=O)CCN1CCN(C(=O)OCC)CC1 | i
8 | CCn1c(SCC(=O)Nc2ccccc2C(=O)OC)nnc1-c1ccc(N)cc1 | i
73 | Cc1ccc(SCc2[nH]nc3c2C(c2ccc(C)o2)C(C#N)=C(N)O3)cc1 (stereo not given) | i
72 | Cc1nc2c(c(N3CCOCC3)n1)OCC(=O)N2 | i
30 | Cn1ccnc1SCCC#N | i

Other entries
cpd | mol | Rhodamine fluor
91 | COc1cccc(C2C(C(=O)c3cccs3)=C(O)C(=O)N2c2cc(C)on2)c1 (stereo not given) | i
92 | CN1C(=O)C2(N=c3ccccc3=N2)c2ccccc21 | i
93 | O=C1NC2c3ccccc3C(=O)N2c2c1cnn2-c1ccccc1 (stereo not given) | i
94 | C=CCn1c(SCC(=O)OC)nc2sc3c(c2c1=O)CCN(C)C3 | i
95 | Cn1c(N2CCN(c3ccccn3)CC2)nc2c1c(=O)n(Cc1ccccc1Cl)c(=O)n2C | i
96 | COc1cccc(N2CCN(C3CC(=O)N(c4cccc(Cl)c4)C3=O)CC2)c1 (stereo not given) | i
97 | CCOC(=O)c1c(SC)nc(SC)c2c1CCC2 | i
98 | CCOC(=O)CSC1=C(C#N)C(c2ccc3c(c2)OCO3)CC(=O)N1 (stereo not given) | i
99 | CCC1=C(C(=O)OC)C(c2cc(OC)ccc2OC)C(C#N)=C(N)O1 (stereo not given) | i
100 | CC(=O)C1=C(O)C(=O)N(c2ccc(Br)cn2)C1c1ccccc1F (stereo not given) | i
101 | O=S(=O)(O)c1nc2ccccc2n1Cc1ccc(Cl)cc1Cl | i
102 | Cc1ccc(N2C(=O)C3ON(c4ccccc4)C(c4ccncc4)C3C2=O)c(C)c1 (stereo not given) | i
103 | CC1(C)Cc2c(c(-c3ccccc3)[nH]c(=O)c2C#N)CS1 | i
104 | C=CCSc1nnc2n(-c3ccccc3OC)c(=O)c3c4c(sc3n12)CCC4 | i
105 | COc1ccc(OC)c(C2C(C#N)=C(N)Oc3cc(C)n(Cc4ccccn4)c(=O)c32)c1 (stereo not given) | i
106 | CC1CCc2cc(F)cc3c(O)c(C(=O)Nc4cnccn4)c(=O)n1c23 (stereo not given) | i
107 | COC(=O)CC(=O)Cc1nc(N)nc(Nc2ccc(C)c(C)c2)n1 | i
108 | Clc1ccccc1-c1nnc2sc(-c3ccco3)nn12 | i
109 | CC1(C)Cc2c(c(N3CCOCC3)nc3sc4c(=O)[nH]cnc4c23)CS1 | i
110 | CCOc1ccc(/C(O)=C2/C(=O)C(=O)N(CCN(C)C)C2c2ccccc2)cc1Cl (stereo not given) | i
111 | CCCCOc1nc2ccccc2nc1C(C#N)C(=O)NC1CCCCC1 (stereo not given) | i
112 | CCCCOc1ccccc1C(=O)NCCCC(=O)O | i
113 | CC(=O)Nc1cnc2ccccc2n1 | i
114 | COC(=O)c1ccc(Cn2cnc3c(sc4nc(N5CCOCC5)c5c(c43)CCCC5)c2=O)o1 | i
115 | CCc1cc(=O)oc2cc(C)c(CN3CCCCC3)c(O)c12 | i
116 | O=C(Oc1ccccc1)c1c(Cl)cccc1P(=O)(O)O | i
117 | CC1(C)Cc2c(sc3c2C2=NCCN2C=N3)CO1 | i
118 | CCOC(=O)C1=C(N)n2c(s/c(=C\c3ccco3)c2=O)=C(C(=O)OC(C)C)C1c1ccco1 (stereo not given) | i
119 | CC(NC(=O)CSc1nnc(COc2ccccc2)o1)c1ccccc1 (stereo not given) | i
120 | CCOC(=O)CSc1nc(NC#N)nc(N(CC)CC)n1 | i
121 | COc1cc(C2Nc3cccc4cccc(c34)N2)cc(OC)c1OC(C)=O | i
122 | CCOC(=O)c1[nH]c2cc(OC)c(OC)cc2c1NC(=O)C(C)N1CCN(Cc2ccccc2)CC1 (stereo not given) | i
123 | CCCC(=O)N(Cc1cc2ccccc2[nH]c1=O)c1ccccc1OC | i
124 | O=C(O)c1cnn2c(C(F)(F)F)cc(-c3ccco3)nc12 | i
125 | O=C(/C=C/c1ccccc1)c1ccccc1 | i
126 | Oc1ccccc1CNn1cnnc1 | i
127 | COc1cccc(-c2nnc3sc(-c4ccc(Cl)cc4)nn23)c1 | i
128 | CCCCCNC(=O)c1c(N)n(/N=C/c2ccco2)c2nc3ccccc3nc12 | i
129 | Cc1ccc(CNc2oc(COc3ccccc3Cl)nc2C#N)cc1 | i
130 | CCSc1nnc(NC(=O)C(C(F)(F)F)C(F)(F)F)s1 | i
131 | CC1(C(=O)CSc2ncn[nH]2)CCC(=O)O1 (stereo not given) | i
132 | Cc1ccc(N2C(=O)c3sc4nnc(C)c(=O)n4c3C2=O)cc1 | i
133 | Cc1cccc(N2CC(=O)N(c3cccc(C)c3)CC2=O)c1 | i

Structures from the list above that have bromine (five):
cpd | mol | Rhodamine fluor
6 | Cc1csc(SCCn2c(Br)nc3c2c(=O)[nH]c(=O)n3C)n1 | i
29 | CCOC(=O)c1[nH]c2ccc(Br)cc2c1NC(=O)CCN1CCC(C(=O)OCC)CC1 | i
41 | COC(=O)c1nn2c(C(F)(F)F)cc(-c3ccc(Br)o3)nc2c1Br | i
80 | COc1cccc(CNc2ncc(Br)cc2Br)c1O | i
100 | CC(=O)C1=C(O)C(=O)N(c2ccc(Br)cn2)C1c1ccccc1F (stereo not given) | i

Source: PubChem BioAssay
